Compound activity from PubChem BioAssay.
Vc quorum ag = inducers of Vibrio cholerae quorum light production without autoinducers; 0.16% of 350,000 active; activation, % at 18.7 µM; AID 588436; V. cholerae BH1578 lux reporter, luminescence, 6 h; in the data active = activation mostly above about 9.7%, no sharp cut-off; note: not every result past the cut was called active; inactives centre near 0; reference of the scale not given here
TcdB inh = TcdB glycohydrolase inhibition | TcdB glycohydrolase enzymatic assay, plate reader | 0.24% of 350,000 active | inhibition, % at 9.99 µM | AID 652162 | P18177; in the data active = inhibition above about 10%
Anthrax LF inh2 = anthrax lethal factor protease inhibition. P15917. multiplex microsphere protease cleavage assay, LF. inhibition, % at 10 µM. 0.12% of 360,000 active. AID 588501; note: plate controls were buffer without enzyme for full effect and enzyme alone for no effect
Target sequence (P15917 whole entry, looked up): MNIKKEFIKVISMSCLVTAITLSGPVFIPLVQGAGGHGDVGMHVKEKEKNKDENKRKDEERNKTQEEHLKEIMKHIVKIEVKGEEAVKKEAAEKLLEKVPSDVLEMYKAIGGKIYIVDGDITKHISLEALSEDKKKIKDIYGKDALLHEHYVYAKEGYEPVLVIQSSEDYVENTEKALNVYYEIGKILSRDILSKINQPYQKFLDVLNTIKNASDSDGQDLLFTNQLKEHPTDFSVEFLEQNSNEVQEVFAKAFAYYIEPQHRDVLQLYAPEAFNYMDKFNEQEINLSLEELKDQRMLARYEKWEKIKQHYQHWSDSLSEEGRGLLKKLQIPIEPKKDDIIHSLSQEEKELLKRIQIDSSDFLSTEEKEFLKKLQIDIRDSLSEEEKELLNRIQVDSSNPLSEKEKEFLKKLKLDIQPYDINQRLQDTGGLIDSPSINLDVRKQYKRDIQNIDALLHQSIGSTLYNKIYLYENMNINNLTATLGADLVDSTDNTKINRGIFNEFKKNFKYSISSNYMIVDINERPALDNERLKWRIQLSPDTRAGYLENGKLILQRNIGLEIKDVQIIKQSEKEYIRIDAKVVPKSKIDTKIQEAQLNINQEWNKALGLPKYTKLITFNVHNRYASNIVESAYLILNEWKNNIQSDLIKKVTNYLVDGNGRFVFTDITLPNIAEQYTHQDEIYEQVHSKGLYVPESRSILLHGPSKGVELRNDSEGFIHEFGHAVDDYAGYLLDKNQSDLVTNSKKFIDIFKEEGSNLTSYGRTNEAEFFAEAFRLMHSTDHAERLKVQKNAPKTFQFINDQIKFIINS
Yp Topo-I inh = Y. pestis Topo-I inhibition via cleavage products; Y. pestis Topo-I cleavage product accumulation, plate reader; activity, % at 10 µM; 0.064% of 360,000 active; in the data active = activity above about 50%, passing the limit was not always enough; note: inactives centre near 2
PrPC surface inh = inhibitors of human cell surface prion protein PrPC. inhibition, % at 13.8 µM. TR-FRET read-out. AID 720596. 0.43% of 370,000 active; in the data active = inhibition above about 24%; note: 0% = median of the test wells and 100% = reference compound wells
PriA SSB inh = K. pneumoniae PriA-SSBct interaction inhibition | AlphaScreen SSBct-PriA binding, biotinylated peptide | inhibition, % at 33 µM | 0.6% of 430,000 active; in the data active = inhibition mostly above about 37%, no sharp cut-off; inactive = mostly below about 20%;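 note: plate controls were negative control peptide for no effect and reference peptide for full effect; strong numbers were not always called active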
3CLpro inhibitor = SARS-CoV 3CLpro protease inhibition | 0.14% of 290,000 active | inhibition, % at 6 µM | recombinant SARS-CoV 3CLpro, quenched FRET peptide cleavage | AID 1706 | P0C6X7; in the data active = inhibition above about 12%
PfHsp40 yeast = rescue of PfHsp40-mediated yeast toxicity; S. cerevisiae expressing PfHsp40, growth rescue, ATP luminescence; growth rescue, % at 12.5 µM; 0.68% of 340,000 active; in the data active = growth rescue above about 28%, passing the limit was not always enough;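 note: yeast W303a lacking pdr1 and pdr3 grown in galactose medium; growth measured after three days at 30 °C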
BoNT-A LC inh2 = inhibitors of Botulinum neurotoxin A light chain protease. 0.17% of 360,000 active. multiplex microsphere protease substrate cleavage, flow cytometry. inhibition, % at 10 µM; note: plate controls were buffer without enzyme for full effect and enzyme alone for no effect
An asterisk follows results filed as active; i = inactive; x = not tested or not shown. Cut-off read from the data, not from the text of the source, unless noted: active = inhibition above about 30%; inconclusive = no clear call, values can overlap the other calls; inactive = below that. This is a subset. The share of hits here may be higher or lower than overall.

Start of the data: the first 3 entries, to show the layout:
SMILES	Vc quorum ag	TcdB inh	Anthrax LF inh2	Yp Topo-I inh	PrPC surface inh	PriA SSB inh	3CLpro inhibitor	PfHsp40 yeast	BoNT-A LC inh2
NC(=O)C1Cc2ccccc2CN1C(=O)c1cc(C2CC2)nn1-c1ccccc1 (stereo unspecified)	0.1	3.5	-6	23	-2	1	x	-0.7	-0.3
Cc1cc(Cl)c2oc(C(=O)N(C)Cc3cc(C)[nH]n3)c(C)c2c1	i	0.7	-5	20	-7	11	1	-0.1	0.8
COc1ccc(Cl)cc1NC(=O)COC(=O)C1CC(=O)N(Cc2ccccc2)C1 (stereo unspecified)	i	-0.7	x	29	-2	-3	x	-0.8	x

The listing, previewed entries included:
SMILES	Vc quorum ag	TcdB inh	Anthrax LF inh2	Yp Topo-I inh	PrPC surface inh	PriA SSB inh	3CLpro inhibitor	PfHsp40 yeast	BoNT-A LC inh2
NC(=O)C1Cc2ccccc2CN1C(=O)c1cc(C2CC2)nn1-c1ccccc1 (stereo unspecified)	0.1	3.5	-6	23	-2	1	x	-0.7	-0.3
Cc1cc(Cl)c2oc(C(=O)N(C)Cc3cc(C)[nH]n3)c(C)c2c1	i	0.7	-5	20	-7	11	1	-0.1	0.8
COc1ccc(Cl)cc1NC(=O)COC(=O)C1CC(=O)N(Cc2ccccc2)C1 (stereo unspecified)	i	-0.7	x	29	-2	-3	x	-0.8	x
Cc1nnc(SCC(=O)Nc2ccc([N+](=O)[O-])cc2)n1C	-0.2	0.6	-26	-5	-13	-10	-1	-1.8	-6.0
CCC(C)(C)NC(=O)C(c1ccc(C)cc1)N(Cc1cccnc1)C(=O)c1csnn1 (stereo unspecified)	0.5	x	4	0	-2	-8	3	0.3	-0.3
CCOC(=O)c1c(-c2ccc(F)cc2)csc1NC(=O)CCN1C(=O)c2ccccc2C1=O	i	x	-2	42	-4	-6	-2	1.7	-0.8
CCNC(=S)N(Cc1cc2c(C)ccc(C)c2[nH]c1=O)C1CCCC1	-0.9	1.7	-3	10	-1	-8	4	0.2	-0.8
O=C1Cc2ccccc2N1c1ccccc1	-1.3	x	0	0	-3	-1	4	-0.5	0.6
COC(=O)N/N=C/c1ccc(-c2ccc(Cl)c(Cl)c2)o1	-0.4	0.8	0	3	2	x	-3	-0.1	-1.3
Cc1nnc(SCC(=O)N(Cc2ccccc2)C(C)(C)C)[nH]c1=O	0.2	0.1	-1	0	0	-3	-8	-0.8	0.6
CCCCc1sc(-c2c(C#N)c(N)nc3c2CCCCC3)cc1[N+](=O)[O-]	-4.2	x	-8	8	-1	22	-5	-1.7	-0.1
COc1ccc(C[C@@H]2CN3C(=NC[C@@H]3C)N2C[C@H](C)NC(=O)CCC2CCCCC2)cc1	i	-2.8	-3	1	-3	0	3	-2.0	-1.0
CCOC(=O)c1[nH]c(C)c(C(=O)OCC(=O)N(CC)C2CCS(=O)(=O)C2)c1C (stereo unspecified)	i	x	0	-4	6	-14	-3	0.2	0.6
Cc1cc2cc(C#N)c(SCC(=O)Nc3nonc3C)nc2cc1C	-0.3	0.7	-3	-7	1	-9	3	2.5	1.0
COCCOc1ccc(C(F)(F)F)cc1NC(=O)COC(=O)c1cc[n+]([O-])cc1	i	-0.5	-2	-1	-7	-6	x	-0.3	-1.1
Cc1cccc(C)c1NC(=S)N1CC(C)OC(C)C1 (stereo unspecified)	-0.5	1.5	-5	-4	2	-6	-3	-0.8	-0.3
O=C(c1ccco1)N1N=C(c2ccccc2)CC1c1ccc2nccnc2c1 (stereo unspecified)	-0.9	-0.2	-12	26	1	-4	6	15	1.8
O=C(COC(=O)Cc1ccc(Br)cc1)Nc1c(F)c(F)c(F)c(F)c1F	-0.3	-0.1	0	-15	13	-29	-3	1.0	0.5
CCCn1cc(C(=O)OCC)c(=O)c2cc(F)c(F)cc21	i	1.1	2	-1	-4	-3	1	1.6	-0.1
CCOc1ccccc1/C=N/n1c(COc2ccccc2)n[nH]c1=S	-0.8	-2.7	1	17	3	x	5	22	-0.5
Cc1cc(N=NC(=O)c2ccccc2O)c2ccccc2c1O	-0.1	2.0	0	-5	-31	28	4	-0.5	-0.4
O=C(NC1CCCc2c1cnn2-c1ccc(F)cc1F)c1ccccc1N1CCOCC1 (stereo unspecified)	-0.8	-0.5	-4	3	1	0	8	0.9	-3.0
C=C1/C=C(\C)C(C)(O)CC(O)CC(=O)C(O)C(O)C(C)CC(C)OC(=O)/C(C)=C/CC/C=C/C(OC)C(O)CC(C)C1 (stereo unspecified)	-0.5	x	7	26	x	-1	x	-1.6	-0.7
COc1ccc(-c2nc3ccccn3c2Cl)cc1	-0.3	3.3	2	7	0	-6	-3	-0.7	-1.0
O=C(Nc1ccccn1)c1ccc(COc2ccccc2Cl)o1	i	x	4	15	14	-7	-5	-1.1	-0.3
O=C(NCCN1CCN(c2ccccc2)CC1)Nc1ccc(Cl)cc1	i	1.1	-5	-7	7	10	-3	-1.5	0.8
Cc1ccccc1C1NC(=O)c2ccccc2O1 (stereo unspecified)	0.3	1.1	-15	8	7	-17	-1	0.1	-7.8
NS(=O)(=O)c1cc2c(cc1Cl)NC(CSCc1ccccc1)=NS2(=O)=O	i	5.4	-4	0	4	-5	4	3.0	-0.2
CC(Oc1ccccc1F)C(=O)NNC(=O)Cc1ccc(S(=O)(=O)N2CCOCC2)s1 (stereo unspecified)	i	-0.7	109*	2	10	-9	x	-1.5	100*
OC(CCCN1CCCCC1)(c1ccccc1)c1ccc(C(F)(F)F)cc1 (stereo unspecified)	i	0.4	-1	-5	-9	-13	x	-2.1	0.4
Cc1ccc(C)c(NC(=S)Nc2cccnc2)c1	i	1.1	-5	4	6	12	0	-0.3	0.2
COCCN(C(=O)CSc1nnc(-c2ccc(Cl)cc2)o1)c1c(N)n(CC(C)C)c(=O)[nH]c1=O	i	-0.3	-3	11	3	-12	0	3.1	-2.4
CN1C(=O)NC(NC(=O)c2ccco2)(C(F)(F)F)C1=O (stereo unspecified)	-1.2	x	0	8	2	-11	3	-0.6	-0.8
Cc1ccc(NC(=O)C2CCN(S(=O)(=O)c3ccc4c(c3)C(C)(C)C(=O)N4C)CC2)c(C)c1	0.8	0.5	-9	9	-2	-15	-2	0.3	-0.6
Cc1cc(S(=O)(=O)N2CCN(C(=O)CCC(=O)N3CCOCC3)CC2)ccc1Br	-0.9	0.7	-2	3	3	3	1	0.1	0.6
O=C(Nc1ccc(N2CCOCC2)cc1N1CCOCC1)c1ccc(Cl)cc1	-0.2	-0.5	2	4	1	-8	-2	-0.6	0.2
O=C(NCc1cccnc1)C1CC(=O)N(c2ccc(Cl)cc2)C1 (stereo unspecified)	-3.0	x	3	-1	9	-21	6	-0.3	0.5
C=CCNC(=S)NNC(=O)c1csc(C)c1C	0.8	x	-1	0	7	-3	10	-1.8	-0.6
Cc1ccc(-n2c(=O)[nH]c3c(oc4ccccc43)c2=O)cc1	0.5	0.3	x	-4	-12	-2	-2	-1.1	x
CC(NC(=O)Cc1ccc(Br)cc1)c1ccccc1 (stereo unspecified)	-0.3	0.4	-20	12	1	-21	-5	-0.8	1.0
O=C(Nc1ccccc1C(=O)OC1CCOC1=O)c1ccco1 (stereo unspecified)	i	x	-2	4	7	-4	-2	-0.3	0.2
COc1cc(O)c(C(CC(=O)N2CCCC(C)C2)c2ccc(N(C)C)cc2)c(OC)c1 (stereo unspecified)	2.2	-3.3	-8	3	2	33	x	-1.0	-1.5
Cc1ccc2oc(=O)c3cnn(CC(=O)Nc4cc(-c5cccc(F)c5)no4)c3c2c1	-0.3	0.8	6	-4	-5	-6	-2	-2.2	0.6
CC1(c2ccc(OC(F)F)cc2)NC(=O)N(CC(=O)Nc2ccc(OC(F)F)cc2)C1=O (stereo unspecified)	-0.6	0.0	22	-8	-14	-2	4	0.4	-3.0
C/C(=N\NC(=O)Cc1ccc(Cl)cc1)c1ccccc1O	-0.4	1.3	8	2	6	x	-1	1.4	0.8
Cc1oc2c(C)c(O)ccc2c(=O)c1-c1cnn(-c2ccccc2)c1	x	x	-3	3	-3	-7	-7	-0.5	0.6
CCCc1cc(=O)n2[nH]c(C(F)(F)F)nc2n1	0.4	7.3	-8	7	0	-4	0	-1.3	0.4
C1=C(c2ccc(-c3ccccc3)cc2)Nc2ncnn2C1c1ccco1 (stereo unspecified)	2.6	x	0	-5	-5	-7	3	16	1.3
O=C(CSc1ncnc2c1cnn2-c1ccccc1)NCC1CCCO1 (stereo unspecified)	-1.5	1.0	-3	-7	5	-10	x	-0.6	-0.2
Nc1ncnc(NCc2ccccc2)c1[N+](=O)[O-]	-0.2	0.3	0	-1	-31	-1	1	0.4	0.4
COc1ccc(NC(=O)CN2CCN(CC(=O)Nc3ccc(F)cc3)CC2)c(OC)c1	i	1.5	-7	14	-5	-3	2	1.3	-0.8
Cc1nnc(SCc2ccc(Cl)cc2)nc1/C=C/N(C)C	-5.6	0.0	5	22	3	-4	-1	0.8	13
CCCc1c(C(=O)NNc2cccc(Cl)c2)cnn1-c1ccccc1	-0.6	-1.8	-2	2	15	0	9	-1.3	-0.4
O=C(NCCCc1ccccc1)C1CCC(=O)N(Cc2ccc(Cl)cc2)C1 (stereo unspecified)	i	1.6	-4	14	-7	1	1	0.4	0.0
Cc1cccc(N(C(=O)Cn2nnc3ccccc32)C(C(=O)NC(C)(C)C)c2ccsc2)c1C (stereo unspecified)	-4.8	x	-1	7	2	0	-2	0.0	-0.3
CC(O)CNc1nc2ccccc2n1CC(=O)N1CCN(Cc2ccccc2)CC1 (stereo unspecified)	0.0	0.9	0	3	2	-14	6	-1.0	-0.6
Cc1ccc(S(=O)(=O)N2CCOCC2)cc1NC(=O)Cn1c(=O)ccn(Cc2ccccc2)c1=O	-2.7	0.1	x	-8	-4	-8	x	-1.3	x
O=c1cc(-c2ccco2)oc2c1ccc1ccccc12	1.3	x	-1	5	-9	-2	0	-0.6	-0.5
Cc1ccc(C)c(NC(=O)CN(C)C(=O)c2ccc(COc3ccccc3)cc2)c1	-5.6	-8.4	-1	21	10	x	x	x	0.2
C=CCOc1c(Br)cc(CNCCCN2CCOCC2)cc1OC	i	1.0	45*	-2	2	-26	5	-1.0	-0.1

Already shown: 2 of the compounds above.
SMILES	Vc quorum ag	TcdB inh	Anthrax LF inh2	Yp Topo-I inh	PrPC surface inh	PriA SSB inh	3CLpro inhibitor	PfHsp40 yeast	BoNT-A LC inh2
Cc1oc2c(C)c(O)ccc2c(=O)c1-c1cnn(-c2ccccc2)c1	x	x	-3	3	-3	-7	-7	-0.5	0.6
CCCc1cc(=O)n2[nH]c(C(F)(F)F)nc2n1	0.4	7.3	-8	7	0	-4	0	-1.3	0.4

Other records
SMILES	Vc quorum ag	TcdB inh	Anthrax LF inh2	Yp Topo-I inh	PrPC surface inh	PriA SSB inh	3CLpro inhibitor	PfHsp40 yeast	BoNT-A LC inh2
Cc1nc2ccccc2c(=O)n1-c1ccc(NS(=O)(=O)c2ccc(F)cc2F)cc1	2.3	0.1	0	0	-1	-7	x	-0.4	0.9
Cc1c(Cc2ccccc2)c(=O)oc2cc(O)cc(O)c12	i	-1.7	-14	1	13	-11	2	0.6	0.4
Cc1nn(C2CCS(=O)(=O)C2)c(Cl)c1/C=C/C(=O)OCC(=O)Nc1ccc2c(c1)OCO2 (stereo unspecified)	-1.0	1.7	-4	7	1	2	-2	-0.7	-0.5
Cc1ccc(S(=O)(=O)NC(=O)c2ccc(F)cc2)c(C)c1	i	0.3	1	7	1	-14	4	1.4	-0.1
Cc1ccc(C(=O)Nc2ccc(Br)cc2)cc1S(=O)(=O)Nc1ccccn1	-0.6	x	-1	5	-2	-8	-3	0.7	-0.2
CCN1CCN(C(c2nnnn2Cc2ccc3c(c2)OCO3)C(C)C)CC1 (stereo unspecified)	x	x	5	-4	-7	-6	7	-0.7	0.6
COc1ccc(CNC(=S)NCc2ccc(Cl)cc2)cc1OC	-4.5	0.5	0	2	9	-3	2	-0.8	1.9
CCOC(=O)C1CCN(C(=O)COC(=O)c2nn(C)c(=O)c3ccccc23)CC1	i	1.1	-2	-9	1	-5	x	-0.9	3.6
